V1R ag counter: V1a receptor agonism, counter-screen for OXTR agonists; CHO-V1R cells, Fluo-8 calcium fluorescence, agonist mode; 0% DMSO, 100% 3 nM vasopressin; activation, % at 3 µM; 320,000 compounds, 0.25% hits; AID 2797;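 active means activation above the mean activation of all tested compounds plus 3 SD, per screening run, cut at about 20% in these data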;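 further: signal is peak over basal fluorescence ratio across a 100 second FLIPR read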
OXTR agonist: human OXTR agonism; P30559; activation, % at 3 µM; CHO-OTR cells, Fluo-8 calcium fluorescence; normalized: DMSO 0%, oxytocin 100%; 320,000 compounds, 0.32% hits;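 active means activation above the mean of all tested compounds plus 3 SD, cutoff set per screening run, cut at about 20% in these data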;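 further: peak over basal fluorescence ratio from a 100 s FLIPR kinetic read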
MEKK3 PB1 HTS: MEKK3-MEK5 PB1 interaction, increase or decrease; AID 1529; 290,000 compounds, 1.4% hits; binding response (% of control), % at 10 µM; bead-based flow cytometry, Alexa488-MEK5 binding to MEKK3; actives lie on both sides; 0 = blocked by unlabeled MEK5, 100 = vehicle;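 active means binding response more than 3 SD above or below the average of its plate-row segment, actives on both sides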;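 further: Alexa488 bead fluorescence after subtracting the streptavidin-only scavenger bead signal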
MEKK2mut PB1 HTS: signal of MEK5 binding to mutant human MEKK2 PB1 domain. 290,000 compounds, 0.35% hits. bead flow cytometry, Alexa488-MEK5 binding to MEKK2 mutant. percent response, % at 10 µM; in the data active means percent response above about 24%, passing the limit was not always enough; further: inactives centre near 1; some results filed as inactive read as strong as hits; reference of the scale not given here
GPR7 antag: human neuropeptides B/W receptor 1 antagonism; P48145; inhibition, % at 4.4 µM; AID 1861; GPR7-expressing cells, fluorescence antagonist assay; 290,000 compounds, 1.1% hits; in the data active means inhibition above about 16%, passing the limit was not always enough;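 further: cells stimulated with the agonist NPW; 0% = agonist with vehicle and 100% = vehicle without agonist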
GalR3 antagonist: blocks the human galanin receptor 3; HEK293 GalR3-CNG cAMP membrane potential fluorescence; galR3 body fused to GalR1 C-terminus; inhibition, % at 3 µM; 360,000 compounds, 0.44% hits; AID 651719;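 active means inhibition above the screen-wide average plus 3 SD, cut at about 13% in these data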;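 further: forskolin and galanin both at EC90 stimulate the cells; cAMP rise reported by CNG channel membrane potential dye signal; 0% = forskolin plus galanin with DMSO and 100% = forskolin alone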
Target sequence (O60755 1-299 limits assumed): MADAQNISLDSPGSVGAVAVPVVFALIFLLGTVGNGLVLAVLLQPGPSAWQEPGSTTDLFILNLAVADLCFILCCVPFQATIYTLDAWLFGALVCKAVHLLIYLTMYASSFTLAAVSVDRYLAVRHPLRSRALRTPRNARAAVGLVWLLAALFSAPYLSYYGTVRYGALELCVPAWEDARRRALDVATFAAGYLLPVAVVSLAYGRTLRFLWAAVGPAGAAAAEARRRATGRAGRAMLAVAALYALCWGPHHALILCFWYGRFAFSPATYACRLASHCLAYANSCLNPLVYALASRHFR
PHOSPHO1 inh: blocks human PHOSPHO1 phosphatase activity | Q8TCT1 | recombinant PHOSPHO1, absorbance phosphatase assay | inhibition, % at 13.3 µM | 290,000 compounds, 1.1% hits | AID 1565; in the data active means inhibition above about 60%
Target sequence (Q8TCT1 whole entry, looked up): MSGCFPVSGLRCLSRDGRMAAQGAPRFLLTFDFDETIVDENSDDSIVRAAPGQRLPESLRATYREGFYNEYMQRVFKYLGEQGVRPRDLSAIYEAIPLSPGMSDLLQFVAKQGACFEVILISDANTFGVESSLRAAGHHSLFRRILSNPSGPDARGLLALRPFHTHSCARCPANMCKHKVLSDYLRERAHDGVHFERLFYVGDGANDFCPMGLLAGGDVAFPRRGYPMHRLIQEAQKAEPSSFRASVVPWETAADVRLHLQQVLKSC
MEKK2wt PB1 HTS: raises or lowers MEK5 binding to wildtype human MEKK2 PB1 domain; Q9Y2U5; 290,000 compounds, 1.1% hits; binding response (% of control), % at 10 µM; AID 1531; bead flow cytometry, Alexa488-MEK5 binding to MEKK2 WT; actives lie on both sides; in the data active means binding response below about 67% or above about 130%
NALP1 inh: inhibitors of NALP1 inflammasome in yeast; S. cerevisiae NALP1/ASC/caspase-1 growth, X-gal OD620, 72 h; inhibition, % at 10 µM; 280,000 compounds, 0.61% hits; in the data active means inhibition mostly above about 24%, no sharp cut-off; inactive means mostly below about 32%; further: some compounds called inactive have numbers as strong as hits
The depositor's hits bear a star; nt = no result given.

Preview (three entries):
SMILES	V1R ag counter	OXTR agonist	MEKK3 PB1 HTS	MEKK2mut PB1 HTS	GPR7 antag	GalR3 antagonist	PHOSPHO1 inh	MEKK2wt PB1 HTS	NALP1 inh
COc1ccc(CNC(=O)CNC(=O)c2cccs2)c(OC)c1	0.4	0.7	102	1	0	-3	7	98	2
C=CCNCCCOc1ccc(Cl)cc1C(C)(C)C	8.1	14	90	-1	25*	-4	-38	115	12
CC(C)Cc1ccc(/C=C/C(=O)NC2CC2)cc1	5.3	6.1	93	-2	-7	6	-9	92	24

This part in full, from the first entry:
SMILES	V1R ag counter	OXTR agonist	MEKK3 PB1 HTS	MEKK2mut PB1 HTS	GPR7 antag	GalR3 antagonist	PHOSPHO1 inh	MEKK2wt PB1 HTS	NALP1 inh
COc1ccc(CNC(=O)CNC(=O)c2cccs2)c(OC)c1	0.4	0.7	102	1	0	-3	7	98	2
C=CCNCCCOc1ccc(Cl)cc1C(C)(C)C	8.1	14	90	-1	25*	-4	-38	115	12
CC(C)Cc1ccc(/C=C/C(=O)NC2CC2)cc1	5.3	6.1	93	-2	-7	6	-9	92	24
O=C(C1CCCN(c2ncnc3c2nc2n3CCCCC2)C1)N1CCCCC1 (configuration not stated)	0.3	-1.3	101	1	-21	1	29	101	7
CC(=O)NC(CC(=O)OCC(=O)c1c(N)n(C)c(=O)n(C)c1=O)c1ccccc1 (configuration not stated)	0.4	-0.1	100	-1	-2	0	20	96	2
O=Cc1ccc(OC(=O)/C=C/c2ccccc2)cc1	-0.8	0.8	102	5	7	-8	7	103	1
CC(C)(C)NC(=O)COC(=O)c1ccc2c(c1)C(=O)N(Cc1ccco1)C2=O	1.2	1.6	102	1	-4	-9	30	103	16
COc1ccc(N2CCN(C(=O)[C@@H](NC(=O)c3ccccc3Cl)C(C)C)CC2)cc1	1.1	0.4	100	-2	-8	-2	39	93	8
COc1ccccc1C(CCNS(=O)(=O)c1ccc(C)cc1)c1ccco1 (configuration not stated)	2.9	0.0	96	-2	-16	-2	9	95	20
Cc1ccnc(SCc2cc(=O)c(OC(=O)c3ccc(Cl)c([N+](=O)[O-])c3)co2)n1	1.3	-0.5	101	-1	-15	-3	-20	100	7
COc1ccc(/C=C/C(=O)c2ccc(Cl)cc2)c(OC)c1	0.2	-0.6	98	0	0	-6	-19	97	-4
Cc1cc(=O)oc2cc(OCc3ccc(C(=O)OCC(=O)NC4CCS(=O)(=O)C4)cc3)ccc12 (configuration not stated)	0.1	0.3	88	-15	11	-3	3	88	11
COc1cc(CSc2ncn[nH]2)c(OC)cc1CSc1ncn[nH]1	0.5	2.0	100	0	-9	-3	1	100	8
Cc1c(N/C=C/C(=O)c2ccc(Cl)cc2)c(=O)n(-c2ccccc2)n1C	0.6	-0.8	99	2	3	-2	9	101	7
Clc1ccc(-c2ccc(/C=N/Nc3nncc(-c4ccccc4)n3)o2)cc1	-0.5	-1.2	99	4	6	-4	-14	94	4
CCn1nnc(NC(=O)COc2cc(C)ccc2C(C)C)n1	1.1	-1.1	106	8	-5	-6	9	107	20
Cc1ccc2oc(=O)c3cnn(CC(=O)N(CCN(C)C)Cc4ccco4)c3c2c1	-0.5	0.6	102	9	-1	nt	-9	104	41*
O=C(Nc1ccccn1)c1ccc(CN(c2ccccc2)S(=O)(=O)c2ccccc2)cc1	1.6	-1.5	95	-6	-1	-7	13	101	-16
O=C(O)c1cc(Sc2ccc(Br)cc2)nc2ccccc12	nt	nt	101	-1	-9	-5	-13	98	8
COc1ccc(NC2CS(=O)(=O)CC2NCc2ccco2)cc1 (configuration not stated)	-0.8	-0.2	109	8	-3	4	-34	115	3
O=C(NC1CCOCC1)C1CCC(=O)N(Cc2ccc(Cl)cc2)C1 (configuration not stated)	-0.1	0.0	101	4	-1	-2	4	103	2
COc1ccc(C(C)=O)cc1COC(=O)c1ccc2ccccc2n1	0.2	-0.7	129*	-1	-10	-1	42	107	-18
CCCCN1C(=O)Nc2ccccc2S1(=O)=O	-1.3	-2.4	99	0	-1	2	13	100	23
Cc1cc(=O)oc2cc(OCC(=O)NC(Cc3c[nH]c4ccc(O)cc34)C(=O)O)c(Cl)cc12 (configuration not stated)	0.5	1.0	96	0	-7	-4	13	95	5
O=C(NCC1CCCO1)c1onc(CSc2ccc(F)cc2)c1C(=O)O (configuration not stated)	0.3	0.2	113	9	-9	-4	-19	115	-7
CNS(=O)(=O)c1cccc(C(=O)OCc2cc(=O)oc3c(C)c(O)ccc23)c1	8.6	12	103	0	12	-6	2	105	2
Cc1c(C(=O)c2ccccc2)c2ccccn2c1CCc1ccccn1	-0.3	-1.6	98	0	-12	-3	9	89	27
O=C(NCCC1=CCCCC1)c1ccc([N+](=O)[O-])cc1	1.1	-2.1	99	10	0	-3	21	119	39
O=C(Nc1ccccc1CC[N+](=O)[O-])N1CCN(c2ccccc2)CC1	0.5	0.1	94	-13	11	-9	-120	87	-4
Cc1cc(-c2cc(-c3ccc(Cl)cc3)on2)nc(NCC2CC2)n1	1.3	0.3	104	5	nt	-5	26	103	2
CCOC(=O)C(Cc1ccc(O)cc1)NC(=O)CCc1c[nH]c2ccccc12 (configuration not stated)	17	23*	107	5	13	-12	33	110	12
COc1ccccc1CNC(=O)CN(C)S(=O)(=O)c1ccc(Br)s1	1.0	2.3	100	0	-9	-6	24	95	5
CC(CCN1CCN(c2ccc(F)cc2)CC1)c1ccccc1 (configuration not stated)	-1.0	-2.5	96	0	-8	-9	-8	102	12
C=CCNC(=O)c1sccc1Oc1ccc(F)cc1[N+](=O)[O-]	-0.7	-2.1	100	-2	-6	4	53	98	3
COC(=O)c1ccc(CNC(=O)c2ccc(COc3ccccc3)cc2)cc1	1.1	-0.4	100	0	5	-2	12	100	9
N=c1sccn1CC(=O)Nc1cc(Cl)ccc1Oc1ccccc1	8.1	15	112	18	14	nt	69*	129	6

Reprinted at random: 3 records from the list
SMILES	V1R ag counter	OXTR agonist	MEKK3 PB1 HTS	MEKK2mut PB1 HTS	GPR7 antag	GalR3 antagonist	PHOSPHO1 inh	MEKK2wt PB1 HTS	NALP1 inh
COc1ccccc1CNC(=O)CN(C)S(=O)(=O)c1ccc(Br)s1	1.0	2.3	100	0	-9	-6	24	95	5
O=C(NCC1CCCO1)c1onc(CSc2ccc(F)cc2)c1C(=O)O (configuration not stated)	0.3	0.2	113	9	-9	-4	-19	115	-7
Cc1c(C(=O)c2ccccc2)c2ccccn2c1CCc1ccccn1	-0.3	-1.6	98	0	-12	-3	9	89	27

Continuation:
SMILES	V1R ag counter	OXTR agonist	MEKK3 PB1 HTS	MEKK2mut PB1 HTS	GPR7 antag	GalR3 antagonist	PHOSPHO1 inh	MEKK2wt PB1 HTS	NALP1 inh
Cc1cc(C)cc(OC(=O)CS(=O)c2ccc(C(F)(F)F)cc2[N+](=O)[O-])c1 (configuration not stated)	-1.7	-1.5	97	-1	2	7	-9	96	12
Cc1ccc(CN(C(=O)c2cc3ccccc3oc2=O)C2CCS(=O)(=O)C2)cc1 (configuration not stated)	0.8	0.4	103	6	-10	-6	13	110	8
NC(=O)N/N=C/c1ccccc1OCc1cccc2ccccc12	-0.1	-1.6	106	4	-11	-11	44	106	3
CC(=O)Cn1cnc2scc(-c3ccc(C)c(C)c3)c2c1=O	-0.4	-0.7	95	0	22	2	49	96	24
Cc1cc(C)c(NC(=O)COC(=O)CCc2ccc(S(=O)(=O)N3CCCCC3)cc2)c(C)c1	5.9	1.9	106	13	-9	-4	3	106	33
CC(=O)c1ccc2oc3ccccc3c(=O)c2c1	-0.7	0.0	107	5	-1	-3	20	103	17
C=CCn1c(SCCCc2ccccc2)nc2c1c(=O)[nH]c(=O)n2C	-0.7	-1.8	nt	nt	-12	nt	-45	nt	34
Cc1cc(Cl)c(OCCCn2cncn2)c(Br)c1	0.0	-1.9	95	1	-3	-4	-10	100	-1
O=C(Nc1ccc(OC(F)F)cc1)Nc1cccc(C(F)(F)F)c1	9.9	19	113	17	39*	-6	0	209*	-4
Cc1ccccc1C(=O)N1CCC(C(N)=O)CC1	-0.1	0.4	107	8	-2	-5	3	104	28
CCC1Sc2ccccc2N(CC(=O)NCCC2=CCCCC2)C1=O (configuration not stated)	0.1	-1.7	82	-6	17	-6	0	87	43*
CCn1cc(C(=O)OCC(=O)c2cc(C)n(-c3ccccc3F)c2C)c(=O)c2ccc(C)nc21	2.7	-2.0	101	-2	0	-10	2	97	34

Rows are unselected, and some 5.4% of all compounds hit somewhere here.
